# OX1R antag-1 – antagonists of human orexin 1 receptor (OX1R) | Orexin/Hypocretin receptor type 1 (Homo sapiens), O43613 | OX1R-expressing cells, FRET antagonist read-out | inhibition, % at 6.6 µM | 330,000 tested, 1.8% active | AID 485270, 2010; in the data active = inhibition mostly above about 38%, no sharp cut-off; inactive = mostly below about 40%;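 also: 0% = agonist challenge alone and 100% = reference antagonist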
# Target sequence (O43613 whole entry, looked up): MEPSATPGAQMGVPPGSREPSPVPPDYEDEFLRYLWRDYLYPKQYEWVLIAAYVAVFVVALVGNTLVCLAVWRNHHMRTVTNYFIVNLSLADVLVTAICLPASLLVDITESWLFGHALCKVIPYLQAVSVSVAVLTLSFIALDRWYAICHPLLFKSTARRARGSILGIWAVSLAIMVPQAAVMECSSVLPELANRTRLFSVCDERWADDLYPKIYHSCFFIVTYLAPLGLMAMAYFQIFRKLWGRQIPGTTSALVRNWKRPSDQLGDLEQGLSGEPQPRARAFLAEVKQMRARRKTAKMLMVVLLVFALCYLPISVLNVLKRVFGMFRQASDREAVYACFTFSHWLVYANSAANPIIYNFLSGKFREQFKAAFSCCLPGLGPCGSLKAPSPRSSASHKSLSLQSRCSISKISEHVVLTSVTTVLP
# OX1R antag-2 – OX1R (HCRTR1) antagonists, primary screen, fluorescence, CHO/OX1R cells, Fluo-8 calcium, orexin A | 330,000 tested, 0.43% active | AID 434989, 2010 | Fluo-8 calcium fluorescence | inhibition, % at 5 µM;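 active = inhibition above its plate's threshold, mean inhibition of all tested compounds on the plate plus 3 SD, cut at about 37% in these data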;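 also: 0% = orexin A challenge wells and 100% = SB-334867-A antagonist wells; not every result past the cut was called active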
# * marks the source's active call; other numbers are inactive results.
SMILES,OX1R antag-1,OX1R antag-2
Cc1ccc(S(=O)(=O)NCCC2(C(C)C)CCOC(C)(C)C2)cc1 (centres undefined),20,-18
COc1ccc(/C(N)=N/OC(=O)c2ccc(OC)c([N+](=O)[O-])c2)cc1OC,27,-3
O=C(C1CCCN(S(=O)(=O)c2ccc(F)cc2)C1)N(Cc1cccs1)C1CC1 (centres undefined),37,-15
N#CC1=C(N)NC(SCC(=O)Nc2ccc(Br)cc2)=C(C#N)C12CCCCC2,21,23
Cc1ccc(N=C(N)N=C(N)N)cc1,0,-2
COc1ccc(C2=NN(C(C)=O)C(c3ccccc3)C2)cc1 (centres undefined),13,-13
COC(=O)c1ccccc1NC(=O)CCCN1C(=O)C(c2ccccc2)Oc2cccnc21 (centres undefined),7,-26
OC(CN1CCOCC1)C12CC3CC(CC(C3)C1)C2 (centres undefined),1,-1
CCn1cc(C(=O)NCCCN(CC(C)C)CC(C)C)c(=O)c2cc(S(=O)(=O)N3CCOCC3)ccc21,18,-8
CC(C)Cc1nnc(NS(=O)(=O)c2ccc(Cl)cc2)s1,27,-6
COc1ccc(OCc2nnc(SCC(=O)N3CCCc4ccccc43)n2-c2ccc(C)cc2)cc1,6,-31
CC(c1ccccc1)N1C(=O)CC(Sc2ncccc2C(=O)O)C1=O (centres undefined),12,-6
CCCSc1nc(N2CCOCC2)c2c(c1C#N)CC(C)(C)SC2,2,-13
CC(C)C(C(=O)Nc1ccc2c(c1)OCCO2)N1C(=O)c2ccccc2C1=O (centres undefined),14,-25
CCCC(=O)Nc1ccc(-c2csc(NNC(C)=O)n2)cc1,10,-19
Cc1ccc(S(=O)(=O)Nc2nc(C)c(C(=O)NN)s2)cc1,3,-31
Cc1cc(C)c(C#N)c(SCc2nnc(-c3ccccc3[N+](=O)[O-])o2)n1,16,-13
COc1ccc(C2C(C(=O)N3CCCC3)c3cc(OC)c(OC)cc3C(=O)N2C)cc1OC (centres undefined),9,-19
CC1CCN(C2=NC(=O)/C(=C/c3cccc(O)c3)S2)CC1,8,10
C[C@@H]1C(=O)O[C@H]2[C@H]1CC[C@@]1(C)C(=O)C=C[C@@](C)(O)[C@H]21,9,-4
O=C(c1ccc(COc2ccccc2Br)o1)N1CCN(c2ccccn2)CC1,2,-33
NCCCC[C@@H]1NC(=O)c2cc([N+](=O)[O-])cc(F)c2NCCCC[C@@H](C(N)=O)NC(=O)[C@H](CCC(N)=O)NC1=O,40,-7
CC(=O)c1cccc(CN2CCC(n3nccc3NC(=O)c3ccc4c(c3)OCO4)CC2)c1,22,-15
Cc1ccc2nc(C(F)(F)F)c(C#N)c(N)c2c1,16,-16
CCc1nc(C)cn1S(=O)(=O)c1cc(Br)ccc1OC,7,-1

# New compounds follow.
SMILES,OX1R antag-1,OX1R antag-2
CCCc1nc2ccccc2c(=O)n1CCc1ccccc1,21,-36
CN(c1ccccc1)S(=O)(=O)c1ccc(NC(=O)c2nc(S(C)(=O)=O)ncc2Cl)cc1,37,38
COCCNC(=O)C(=O)Nc1cccc(Br)c1,9,0
Cc1ccc2c(c1)Oc1ccccc1C=C2C(=O)O,8,-31
COc1ccc(CNC(=O)OCCN2CCN(S(=O)(=O)c3ccc(C)cc3)CCC2=O)cc1,2,-28
Cc1ccc(CNC(=O)C(=O)NCCCn2ccnc2)cc1,9,2
COc1ccc(Nc2nc3ccccc3n3cnnc23)cc1Cl,5,-24
Cc1cccc(C)c1NC(=O)CSc1nnc([C@@H]2CCCN2C(=O)OC(C)(C)C)o1,0,-13
Cc1ccc(S(=O)(=O)N/N=C/c2cccc3c2OCCO3)cc1,26,-6
COC(=O)c1ccc(-n2nnnc2SCc2nn[nH]n2)cc1,14,-13
Cc1cccc(-n2cnc(C(=O)N3CCN(C)CC3)c2)n1,6,-7
O=C(NCc1ccc2c(c1)OCO2)c1cc(-c2ccccc2)on1,12,-8
Cc1ccc(CSCC(=O)N(C)CC(=O)Nc2ccc(C)cc2)cc1,1,-11
O=C(/C=C/c1ccco1)Oc1cccc2cccnc12,3,-18
O=C(c1ccc(Cl)c(S(=O)(=O)N2CCOCC2)c1)N1CCCC1,9,7
O=NN1CCN(c2ccncc2S(=O)(=O)N2CCCCC2)CC1,11,-1
COc1cccc(C(=O)NC(=S)Nc2ccc3oc(=O)ccc3c2)c1,1,-16
CC(=O)C1=C(C)Nc2ncnn2C1c1cccc(OCc2ccccc2)c1 (centres undefined),11,-21
O=C1NC(=O)/C(=C/c2cccc([N+](=O)[O-])c2)N1,24,-10
COc1cc(CN2CCC(C(=O)N3CCN(c4ccccc4F)CC3)CC2)cc(OC)c1O,13,-14
COC(=O)C(Oc1ccc2c(-c3ccc(OC)cc3)cc(=O)oc2c1)c1ccccc1 (centres undefined),10,-18
Cc1cccc(CSc2nnc3c(n2)[nH]c2ccccc23)c1,5,-4
CN(CCCNC(=O)c1cccc(N2CCCC2=O)c1)c1ccccc1,21,-29
COc1ccc2[nH]c(CN3CCN(CC(C)C)C(CCO)C3)c(C)c2c1 (centres undefined),21,-28
O=C(O)c1cccnc1C(=O)c1ccccc1,14,-10

# 5 entries from above, with bars between the fields.
SMILES | OX1R antag-1 | OX1R antag-2
CN(CCCNC(=O)c1cccc(N2CCCC2=O)c1)c1ccccc1 | 21 | -29
COC(=O)C(Oc1ccc2c(-c3ccc(OC)cc3)cc(=O)oc2c1)c1ccccc1 (centres undefined) | 10 | -18
Cc1ccc(CNC(=O)C(=O)NCCCn2ccnc2)cc1 | 9 | 2
COC(=O)c1ccc(-n2nnnc2SCc2nn[nH]n2)cc1 | 14 | -13
COc1ccc(CNC(=O)OCCN2CCN(S(=O)(=O)c3ccc(C)cc3)CCC2=O)cc1 | 2 | -28

# Continuation:
SMILES,OX1R antag-1,OX1R antag-2
O=C(N/N=C/c1ccc2cccnc2c1)c1nc2ccccc2c(=O)[nH]1,19,-5
O=C(O)CCCNC(=O)/C(=C\c1ccc(Cl)cc1)NC(=O)c1ccccc1Br,47,-3
Cc1ccc(S(=O)(=O)NCc2ccccc2)cc1C(=O)NC1CCCCC1,38,-29
CCOc1ccccc1N(CC(=O)NC1CCCCC1)C(=O)CCC(=O)Nc1cc(C)ccn1,57,-21
COC(=O)C1C(c2ccccc2)C=CC(c2ccccc2)C1C(=O)O (centres undefined),13,-6
Cc1ccc(NC(=O)COC(=O)CN2C(=O)NC3(CCCC3)C2=O)cc1F,-1,-5
COc1ccc(Nc2ncc3c(n2)CC(c2ccc(OC)cc2)CC3=O)cc1 (centres undefined),15,-10
COc1cccc(C(=O)Nc2cccc(-c3ccc4nncn4n3)c2)c1OC,15,-25
CCOc1ccc(N=Cc2c(C)[nH]n(-c3nc4ccccc4[nH]3)c2=O)cc1,26,-22
CCN1/C(=C\C=C2\C(=O)N(C)C(=S)N2C)Sc2ccccc21,4,-10
O=C(O)/C(=C\c1ccc(C(F)(F)F)cc1)c1ccc(S(=O)(=O)N2CCCC2)s1,10,-7
c1ccc(CN2CCC3(CCCc4ccccc43)CC2)cc1,11,-21
CCOC(=O)C1CCN(S(=O)(=O)c2ccc(CC)cc2)CC1,9,-8
COc1cc2c(c(OC)c1)C(c1ccncc1)CC(=O)N2 (centres undefined),3,2
c1ccc(OCCCCn2cnc3ccccc32)cc1,44,-14
CN(/N=C/C=C/c1ccccc1)c1cc(=O)n(C)c(=O)[nH]1,21,-3
O=C(CSCc1c(Cl)cccc1Cl)NCc1cccnc1,12,-17
CC(=O)C(N=Nc1ccccc1)(Sc1nnc(-c2ccccc2)n1-c1ccccc1)C(C)=O,15,-12
CCOC(=O)N1CCC(N(CCN(C)C)C(=S)Nc2ccccc2OCC)CC1,4,-17
CC(C)(C)c1ccc(/C=N/NC(=O)C(=O)NCCCN2CCOCC2)cc1,11,-17
CC(O)c1cccc(NC(=O)Cc2cccc3ccccc23)c1 (centres undefined),14,-7
COc1ccc(N2CCN(C(=O)COC(=O)CCOc3ccc(C)cc3)CC2)cc1,4,-10
Cc1c(NS(=O)(=O)c2ccc(N)cc2)c(=O)n(-c2ccccc2)n1C,16,-6
O=C1NCCN1C(=O)c1cccc(Cl)c1,21,-2
CCOC(=O)N1CCC(Nc2ccc3nnc(-c4ccccc4)n3n2)CC1,8,-22

# (more compounds)
SMILES,OX1R antag-1,OX1R antag-2
N#Cc1c(NC(=O)CCCN2C(=O)c3ccccc3C2=O)oc(-c2ccccc2)c1-c1ccccc1,49*,11
Fc1ccc(OCCOCCN2CCCC2)cc1,4,-9
Cc1noc(C)c1NC(=O)NC(c1ccccc1)c1ccccc1,7,-24
CCOC(=O)c1c(-c2ccc(C)o2)csc1NC(=O)CN1CCCCC1,27,-21
Cc1nn(-c2ccccc2)c2sc(C(=O)NC3CCCCC3)cc12,25,-37
CS(=O)(=O)N(Cc1ccccc1)c1ccccc1C(=O)N1CCN(c2ccccc2)CC1,17,-32
Cc1cc(NC(=O)CSCC(=O)OCC(=O)Nc2cc(C)c(C)cc2[N+](=O)[O-])no1,40,-13
CCOC(=O)c1cnc2nc(NCc3ccc(OC)c(OC)c3)[nH]n2c1=O,33,-7
CCOC(=O)C1=C(c2ccccc2)NC(=S)NC1c1cc([N+](=O)[O-])ccc1OC (centres undefined),38,-6
Cc1nc(NC(=O)CSc2nnc(Cn3nnc4ccccc43)n2C)sc1C,9,3
CCCCN(C(=O)NC(=O)Nc1ccccc1OC)S(C)(=O)=O,1,36
COc1ccccc1C(=O)COC(=O)CN1C(=O)NC2(CCCC2)C1=O,15,-12
COc1ccc(N(C)C(=O)C2CCCN2S(=O)(=O)c2cccc3nsnc23)c(OC)c1 (centres undefined),28,-14
CCc1noc(C)c1C(=O)N(Cc1ccccc1)c1c(N)n(CCOC)c(=O)[nH]c1=O,11,-16
CCN(c1cccc(C)c1)c1nc2ccsc2c(=O)s1,29,-19
COCCN(C(=O)COC(=O)CNC(=O)c1cccs1)c1c(N)n(Cc2ccccc2)c(=O)[nH]c1=O,23,-10
COc1cccc(N2CCN(C(=O)CCCCCn3c(=S)[nH]c4cc5c(cc4c3=O)OCO5)CC2)c1,5,-19
CCOC(=O)Cn1c(=O)oc2cc(S(=O)(=O)NCCc3ccc(C)cc3)ccc21,10,-18
O=C(CCS(=O)(=O)c1ccccc1)Nc1ccc2c(c1)C(=O)NC2=O,6,1
CC(=O)Nc1ccc(OCCCNC(=O)c2c(-c3ccccc3)noc2C)cc1,14,-5
O=C(NCCc1ccccc1)c1cccnc1,11,13
O=C(CCc1ccccc1)Nc1ccnn1C1CCN(C/C=C/c2ccccc2)CC1,9,-24
COc1ccccc1NC(=O)C(C)OC(=O)CCCN=C1NS(=O)(=O)c2ccccc21 (centres undefined),6,-24
CCCCN(C(=O)c1ccc(C)o1)c1c(N)n(CC(C)C)c(=O)[nH]c1=O,5,-5
O=C(c1ccccn1)N1CCN(c2ccc(C(F)(F)F)cn2)CC1,8,-23

# Part of the list above, reformatted.
OX1R antag-1	OX1R antag-2	Compound
11	-16	CCc1noc(C)c1C(=O)N(Cc1ccccc1)c1c(N)n(CCOC)c(=O)[nH]c1=O
29	-19	CCN(c1cccc(C)c1)c1nc2ccsc2c(=O)s1

# Next section
SMILES,OX1R antag-1,OX1R antag-2
COC(=O)C(C(=O)OC)C(C[N+](=O)[O-])c1ccc(OC)c(OC)c1 (centres undefined),13,-19
Cc1c2c(c(C)n1C)C(C(=O)NC1CCCCC1)N(Cc1ccccc1)C2=O (centres undefined),13,-34
S=C(NCc1ccccn1)Nc1ccc(Cl)cc1Cl,10,-5
O=C(Nc1ccc(Br)c2cccnc12)c1ccc(Cn2cc(Cl)cn2)o1,4,-9
COc1cc(/C=C/c2ccc3cccc(O)c3n2)cc(OC)c1OC,23,13
COCCn1c(=O)[nH]c2cc(C(=O)Nc3cc(C)cc(C)c3)ccc2c1=O,13,-12
O=C(CN1CCN(c2ccc(C(F)(F)F)cn2)CC1)Nc1ccc2c(c1)OCO2,3,-9
CCCN1CCN(C(=O)c2nn(-c3ccc(OC)cc3)c(=O)c3c2c2ccccc2n3C)CC1,30,-6
O=C(Nc1ccc(OC(F)(F)F)cc1)C1CCCN(C(=O)c2ccc(Cl)cc2)C1 (centres undefined),20,20
CN1CCC(Oc2ccccc2Sc2ccc(C(F)(F)F)cc2)CC1,9,-4
CCOc1ccccc1C1C(C(N)=O)=C(C)Nc2nc(-c3cccc(C)c3)nn21 (centres undefined),3,-11
CC(=O)Nc1ccc(Nc2ccc(N3C(=O)CCCC3=O)cc2[N+](=O)[O-])cc1,26,0
CCn1c(C)cc2c(c1=O)C(c1ccccc1Br)C(C#N)=C(N)O2 (centres undefined),23,-16
Cc1ccc(NC(=O)Cn2c(=O)n(CCCCC(=O)NCc3ccco3)c(=O)c3ccccc32)cc1,13,-28

# Molecules above that have a CF3 group:
SMILES,OX1R antag-1,OX1R antag-2
Cc1ccc2nc(C(F)(F)F)c(C#N)c(N)c2c1,16,-16
O=C(O)/C(=C\c1ccc(C(F)(F)F)cc1)c1ccc(S(=O)(=O)N2CCCC2)s1,10,-7
O=C(c1ccccn1)N1CCN(c2ccc(C(F)(F)F)cn2)CC1,8,-23
O=C(CN1CCN(c2ccc(C(F)(F)F)cn2)CC1)Nc1ccc2c(c1)OCO2,3,-9
O=C(Nc1ccc(OC(F)(F)F)cc1)C1CCCN(C(=O)c2ccc(Cl)cc2)C1 (centres undefined),20,20
CN1CCC(Oc2ccccc2Sc2ccc(C(F)(F)F)cc2)CC1,9,-4

# Source: PubChem BioAssay (The Scripps Research Institute Molecular Screening Center)
